# Screens: PubChem, several laboratories
# MazEF act: activators of E. coli MazEF toxin-antitoxin RNase; P0AE70; FAM/BHQ RNA-DNA oligo cleavage fluorescence, 5 h; activation, % at 20 µM; 350,000 tested, 0.32% active; in the data active means activation above about 50%
# Target sequence (P0AE70 whole entry, looked up): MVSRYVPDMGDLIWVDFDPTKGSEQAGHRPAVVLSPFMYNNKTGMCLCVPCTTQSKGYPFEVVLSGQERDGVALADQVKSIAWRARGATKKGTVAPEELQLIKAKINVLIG
# DUSP3 inh: inhibitors of human VHR1 phosphatase (DUSP3). recombinant VHR phosphatase, pNPP absorbance. inhibition, % at 13.3 µM. 290,000 tested, 0.52% active. AID 1654; in the data active means inhibition above about 50%; further: some compounds called inactive have numbers as strong as hits
# Target sequence (P51452 whole entry, looked up): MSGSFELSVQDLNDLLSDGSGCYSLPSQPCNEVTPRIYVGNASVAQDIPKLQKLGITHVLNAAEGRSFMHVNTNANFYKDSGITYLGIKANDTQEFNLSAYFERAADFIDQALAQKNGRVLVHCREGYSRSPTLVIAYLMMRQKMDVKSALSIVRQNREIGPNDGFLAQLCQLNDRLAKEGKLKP
# Mtb UGM inh: blocks M. tuberculosis UGM enzyme; purified UGM, fluorescence polarization probe displacement; AID 504406; inhibition, % at 10 µM; 320,000 tested, 0.06% active; in the data active means inhibition above about 10%, passing the limit was not always enough
# SSB-PriA inh: blocks PriA binding to SSB C-terminal tail | 430,000 tested, 0.6% active | AlphaScreen SSBct-PriA binding, biotinylated peptide | inhibition, % at 33 µM; in the data active means inhibition mostly above about 37%, no sharp cut-off; inactive means mostly below about 20%;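 further: plate controls were negative control peptide for no effect and reference peptide for full effect; strong numbers were not always called active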
# GDH-TPI counter: GDH-TPI coupled enzyme inhibition counter-screen | GDH-TPI coupled enzyme counterscreen, NADH absorbance | inhibition, % at 4.8 µM | 360,000 tested, 1.2% active | AID 588335; in the data active means inhibition above about 30%;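 further: 0% = DMSO wells and 100% = wells lacking the enzyme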
# Rv3671c protease: inhibits the M. tuberculosis serine protease Rv3671c | inhibition, % at 5.96 µM | 320,000 tested, 0.048% active | AID 2606; in the data active means inhibition above about 38%;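 further: extracellular domain of Rv3671c used as enzyme; 0% = enzyme with DMSO and 100% = no enzyme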
# Target sequence (P9WHR9 whole entry, looked up, the tested form may be a part): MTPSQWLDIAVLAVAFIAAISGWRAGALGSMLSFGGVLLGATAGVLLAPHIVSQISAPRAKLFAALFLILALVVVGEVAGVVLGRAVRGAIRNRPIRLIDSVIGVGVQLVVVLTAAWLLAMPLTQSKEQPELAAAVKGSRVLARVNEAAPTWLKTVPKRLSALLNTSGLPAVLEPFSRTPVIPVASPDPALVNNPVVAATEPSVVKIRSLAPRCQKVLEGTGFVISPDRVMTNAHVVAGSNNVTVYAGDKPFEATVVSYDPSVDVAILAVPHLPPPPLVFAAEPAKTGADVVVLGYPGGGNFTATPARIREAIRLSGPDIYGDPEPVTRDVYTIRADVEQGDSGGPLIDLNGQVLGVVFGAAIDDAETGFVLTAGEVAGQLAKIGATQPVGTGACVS
# Vc quorum ag: quorum light induction in luxS cqsA deficient V. cholerae; V. cholerae BH1578 lux reporter, luminescence, 6 h; activation, % at 18.7 µM; 350,000 tested, 0.16% active; in the data active means activation mostly above about 9.7%, no sharp cut-off; further: not every result past the cut was called active; inactives centre near 0; reference of the scale not given here
# BioA inh: blocks M. tuberculosis BioA enzyme activity; inhibition, % at 9.99 µM; 360,000 tested, 0.096% active; AID 602481; purified M. tuberculosis BioA enzyme, plate reader; in the data active means inhibition above about 40%
# Mtb FBA inh: inhibitors of M. tuberculosis fructose-bisphosphate aldolase; P9WQA3; purified M. tuberculosis FBA, fluorescence read-out; inhibition, % at 1 µM; 360,000 tested, 2.3% active; AID 588726; in the data active means inhibition above about 27%;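 further: 0% = vehicle and 100% = reference inhibitor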
# 3CLpro inhibitor: SARS-CoV 3CLpro protease inhibition | recombinant SARS-CoV 3CLpro, quenched FRET peptide cleavage | 290,000 tested, 0.14% active | inhibition, % at 6 µM | AID 1706 | P0C6X7; in the data active means inhibition above about 12%
# * = called active by the depositor; i = inactive; . = not tested or not shown; & = joins results of further samples.
SMILES,MazEF act,DUSP3 inh,Mtb UGM inh,SSB-PriA inh,GDH-TPI counter,Rv3671c protease,Vc quorum ag,BioA inh,Mtb FBA inh,3CLpro inhibitor
CC(=O)c1cccc(NC(=O)CSc2nc(N3CCOCC3)nc(N3CCOCC3)n2)c1,1,22,-1.1,0,9,-7,-0.5,2.9,10,3
O=C(Nc1nc2ccccc2s1)Nc1ccc([N+](=O)[O-])cc1Cl,.,15,2.0,.,.,-21,.,.,.,1
COc1nc(Oc2ccc(/C=N/O)cc2)nc(N(C)C)n1,-1,21,3.5,.,3,-1,-4.8,0.4,-1,-5
O=C(COC(=O)c1cc(=O)[nH]c2ccccc12)NC1CCCCC1,0,.,.,8,4,-2,-4.3,-0.5,3,.
Cc1ccc(C)c(S(=O)(=O)NNC(=O)c2sc(NS(=O)(=O)c3ccccc3)nc2C)c1,-18,-37,-0.5,-11,12,-7,-6.2,0.6,4,-1
CCC1CCCCN1CC(O)COCc1cccc(OC)c1 (configuration not stated),4,27,-0.2,-8,-13,0,-1.8,0.1,-11,-2
Cc1ccc(NC(=O)CSc2nnc(C3CC3)n2C)cc1S(=O)(=O)N1CCCCC1,-1,.,0.7,15,1,3,-11,-1.5,8,.
CCn1c(=O)c(=O)[nH]c2c(=O)oc3ccc(S(=O)(=O)Nc4ccc(OC)cc4)cc3c21,4,26,-2.9,-4,15,-16,-1.8,-0.1,1,2
COC1=C[C@@H]2[C@@H]3Cc4ccc(OC)c(O)c4[C@]2(CCN3C)CC1=O,7,.,.,.,2,.,-0.3,0.0,-1,.
COc1ccc(-c2cc3c(=O)n(CC(=O)NCCN4CCCC4)nc(C)n3n2)cc1,11,10,-1.0,-1,-8,0,-0.2,-0.7,32*,-7
CCc1nc2ccc(C(=O)N3CCN(C(=O)c4ccco4)CC3)cn2c1N(C)C(=O)Nc1ccccc1OC,.,.,.,.,10,.,i,-3.8,0,.
CC(C)(C)C(O)CN1CCCC1 (configuration not stated),-5,4,0.2,-1,5,6,-0.3,-0.9,5,1
O=C(c1ccco1)N1CCN(C(=O)c2cc(-c3ccccc3F)no2)CC1,3,18,0.8,-7,-6,0,-0.4,3.4,0,-6
COc1ccc(CCC(=O)OCC(=O)Nc2ccc(OC)c(OC)c2)cc1OC,-26,17,0.1,3,6,6,-0.1,.,1,0
COc1ccc(Cn2c(=S)[nH]c3ccccc3c2=O)cc1,-1,14,-3.7,-23,6,-3,-1.1,0.4,-5,-1
CC(=O)c1ccc(O)c(CSc2nncn2C)c1,1,36,-1.2,-1,18,1,i,.,3,2
CN(C(=O)c1cc(-n2cnnc2)ccc1Cl)c1ccccc1,7,-10,0.6,-18,8,3,-0.2,.,1,2
CC(=O)c1ccc(OCC(=O)N2CCN(S(=O)(=O)c3ccc(Br)s3)CC2)cc1,-1,.,.,-2,0,.,0.9,3.3,6,.
CCCC(=O)Nc1nc2c(c(=O)[nH]1)CCCC2,2,20,-3.2,-5,-6,3,-0.6,-1.3,-2,-1
Cc1ccc(SCc2cc(=O)[nH]c(N3CCN(C)CC3)n2)cc1,6,0,1.8,-7,6,-22,-0.2,0.9,-2,2
CC(Sc1nnc(C2CC2)n1Cc1ccccc1)C(=O)N1CCNC1=O (configuration not stated),3,.,2.3,0,0,-3,i,-2.3,-4,.
O=C(/C=C/c1ccc2ccccc2c1)c1ccoc1,6,4,-1.0,-8,20,2,-0.6,-2.7,3,2
CC1CN(S(=O)(=O)c2ccc(-c3nc4ccccc4s3)cc2)CC(C)O1 (configuration not stated),7,11,0.1,-12,9,3,i,2.3,2,-4
CCC(=O)Nc1cc(-c2nn(CC(=O)N3CCCCC3)c(=O)c3ccccc23)ccc1N1CCOCC1,-12,-24,1.3,-6,8,1,-0.3,-1.7,0,-6
N/C(=N/O)c1nc(N2CCCC2)nc(N(c2ccccc2)c2ccccc2)n1,2,10,-2.1,.,-1,-18,0.6,0.5,7,-3

# Complete entries, quoted from the list. Order of values: MazEF act, DUSP3 inh, Mtb UGM inh, SSB-PriA inh, GDH-TPI counter, Rv3671c protease, Vc quorum ag, BioA inh, Mtb FBA inh, 3CLpro inhibitor
# `COc1ccc(CCC(=O)OCC(=O)Nc2ccc(OC)c(OC)c2)cc1OC` is listed as -26, 17, 0.1, 3, 6, 6, -0.1, ., 1, 0
# `CCc1nc2ccc(C(=O)N3CCN(C(=O)c4ccco4)CC3)cn2c1N(C)C(=O)Nc1ccccc1OC` is listed as ., ., ., ., 10, ., i, -3.8, 0, .
# `CCCC(=O)Nc1nc2c(c(=O)[nH]1)CCCC2` is listed as 2, 20, -3.2, -5, -6, 3, -0.6, -1.3, -2, -1
# `CC(=O)c1ccc(O)c(CSc2nncn2C)c1` is listed as 1, 36, -1.2, -1, 18, 1, i, ., 3, 2
# `CC(=O)c1cccc(NC(=O)CSc2nc(N3CCOCC3)nc(N3CCOCC3)n2)c1` is listed as 1, 22, -1.1, 0, 9, -7, -0.5, 2.9, 10, 3

# 2 of these compounds, set out differently:
# Second line of a record: MazEF act | DUSP3 inh | Mtb UGM inh | SSB-PriA inh | GDH-TPI counter | Rv3671c protease | Vc quorum ag | BioA inh | Mtb FBA inh | 3CLpro inhibitor
- O=C(COC(=O)c1cc(=O)[nH]c2ccccc12)NC1CCCCC1
    0 | . | . | 8 | 4 | -2 | -4.3 | -0.5 | 3 | .
- Cc1ccc(C)c(S(=O)(=O)NNC(=O)c2sc(NS(=O)(=O)c3ccccc3)nc2C)c1
    -18 | -37 | -0.5 | -11 | 12 | -7 | -6.2 | 0.6 | 4 | -1

# Further entries
SMILES,MazEF act,DUSP3 inh,Mtb UGM inh,SSB-PriA inh,GDH-TPI counter,Rv3671c protease,Vc quorum ag,BioA inh,Mtb FBA inh,3CLpro inhibitor
CN(CC(=O)NC1CCN(Cc2ccccc2)CC1)S(=O)(=O)c1ccc(Cl)s1,4,.,0.1,-7,0,1,-0.7,0.0,6,.
O=C1c2ccccc2NC(c2ccccc2Cl)N1N=C1CCCCCC1 (configuration not stated),7,15,1.0,-3,1,5,-0.2,.,1,3
NC(=S)N=Nc1c(O)[nH]c2ccccc12,-3,26,.,20,28,1,-0.3,-1.9,-3,2
O=C(CC1CC2CCC1C2)N1CCN(S(=O)(=O)c2ccccc2F)CC1 (configuration not stated),3,.,-0.9,-4,7,0,i,.,1,.
C=CCOc1ccccc1CN1CCSCC1,-10,10,1.9,-12,3,-6,i,0.5,-1,-3
Cc1cc(C)cc(C(O)c2ncc(-c3ccc(Cl)cc3)[nH]2)c1 (configuration not stated),.,.,.,.,11,.,i,-0.9,0,.
Cc1ccc(C)c(OCc2cc(C(=O)N3CCNC(=O)C3)no2)c1,3,18,0.9,-8,-12,-3,-0.2,-0.6,-3,0
CCCCN(C(C)=O)c1ccc(S(=O)(=O)NC2=NCCCCC2)cc1NC(C)=O,8,.,-0.7,-4,3,12,0.1,-1.1,4,.
COc1ccc(CCNC(=O)C2CC(=O)N(c3ccc(F)cc3)C2)cc1OC (configuration not stated),3,20,-1.7,-18,1,0,-0.3,-0.7,-6,5
O=c1[nH]c(CN2CC=C(c3ccccc3)CC2)nc2scc(-c3cccs3)c12,-10,40,-2.1,2,-9,-12,-0.4,-0.3,5,3
O=C(Nn1c(-c2ccccc2)nc2ccccc2c1=O)C1CCC1,0,-8,0.6,-1,-7,7,-0.2,-1.2,2,9
c1csc(CNCCCN2CCOCC2)c1,22,28,0.4,-10,12,-2,i,.,3,6
On1c2c(c3c4nonc4ccc31)CCCC2,.,8,0.5,.,.,20,.,.,.,-3
CC(O)CNc1ccc([N+](=O)[O-])cc1S(=O)(=O)N1CCOCC1 (configuration not stated),-3,19,-0.2,-4,13,-1,2.1,-2.0,2,-1
Cc1ccc(C(=O)NCc2ccccc2CN2CCCC2)cc1S(=O)(=O)N1CCOCC1,1,.,-0.3,4,-8,-13,-0.3,0.4,-4,.
C[C@@H]1CN([C@@H](C)CO)C(=O)c2cccc(NS(C)(=O)=O)c2O[C@H]1CN(C)Cc1ccc(C(=O)O)cc1,3,.,1.9,-4,-1,-2,1.0,-1.5&-2.7,2,.
COc1ccc(NC(=O)NCc2cccn2C)c(OC)c1,-10,38,1.2,-11,12,-1,i,2.6,-3,-4
CC1=CC(=C(C#N)C#N)C=C(C)N1CCN1CCNCC1,6,11,-2.6,1,31*,9,i,.,-2,5
Clc1cccc(Cl)c1Cn1cnc2c(NCc3ccco3)ncnc21,-1,-2,0.1,1,-5,2,-0.4,-0.6,1,3
CN(C)S(=O)(=O)c1cccc(NC(=O)c2cccc(N3C(=O)CCC3=O)c2)c1,1,.,.,-8,0,.,0.3,-0.6,0,.
COc1ccc(S(=O)(=O)NC(=O)C2(C)CCN2C(=O)Cc2cccc3ccccc23)cc1 (configuration not stated),.,.,.,.,10,.,-0.1,-2.5,-1,.
CC(C)N1C(=O)CCC1C(=O)N1CCCc2ccccc21 (configuration not stated),4,34,0.5,-6,4,3,0.6,0.8,0,0
CCn1c2ccccc2c2cc(NC(=O)COC(=O)c3cc(S(N)(=O)=O)c(Cl)cc3Cl)ccc21,-7,15,-0.7,-9,24,0,-0.4,.,-2,2
Cc1sc(NC(=O)CN(CCc2ccccc2)C(=O)C2CC2)c(C(N)=O)c1C,-3,16,-1.0,5,-5,-1,1.7,.,1,2
Cc1ccc(/C=C2\SC(=S)N(CCC(=O)NNS(=O)(=O)c3ccc(C)cc3)C2=O)cc1,-2,3,1.2,-6,11,-5,3.1,.,1,2
CCOc1ccc(OCC(=O)c2c(O)c3ccccc3oc2=O)cc1,13,18,0.8,3,6,-14,-0.5,-1.1,13,4
N=c1ncn(Cc2ccccc2)c2nc(SCCOc3ccccc3)[nH]c12,-2,-13,-2.8,3,3,0,i,.,0,3
O=C(CN1CCN(c2ccccn2)CC1)Nc1cc(F)ccc1F,9,.,3.3,0,5,-7,-5.6,6.5,3,1
O=C(c1ccco1)N1CCN(Cc2nc3cc(Cl)ccc3c(=O)[nH]2)CC1,-4,14,-0.7,8,12,5,-3.1,.,-6,-3

# In another format: results already given.
molecule	MazEF act	DUSP3 inh	Mtb UGM inh	SSB-PriA inh	GDH-TPI counter	Rv3671c protease	Vc quorum ag	BioA inh	Mtb FBA inh	3CLpro inhibitor
Cc1cc(C)cc(C(O)c2ncc(-c3ccc(Cl)cc3)[nH]2)c1 (configuration not stated)	.	.	.	.	11	.	i	-0.9	0	.
Cc1ccc(C)c(OCc2cc(C(=O)N3CCNC(=O)C3)no2)c1	3	18	0.9	-8	-12	-3	-0.2	-0.6	-3	0
CCCCN(C(C)=O)c1ccc(S(=O)(=O)NC2=NCCCCC2)cc1NC(C)=O	8	.	-0.7	-4	3	12	0.1	-1.1	4	.
COc1ccc(CCNC(=O)C2CC(=O)N(c3ccc(F)cc3)C2)cc1OC (configuration not stated)	3	20	-1.7	-18	1	0	-0.3	-0.7	-6	5
O=c1[nH]c(CN2CC=C(c3ccccc3)CC2)nc2scc(-c3cccs3)c12	-10	40	-2.1	2	-9	-12	-0.4	-0.3	5	3

# Only part of the results is shown. The share of hits here may be higher or lower than overall.
